Bioassay records from PubChem BioAssay.
KCNQ2 inh – KCNQ2 channel blockers in CHO-K1 cells – cell-based, FluxOR thallium flux, B-score, primary screen (AID 2156); O88943; 20 min; hits give low values; B-score at 10 µM; hit rate 1.1% among 310,000;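 active = fluorescence ratio B-score at most minus 3 library SDs, with starting brightness B-score within 2 library SDs, cut at about -5.5 in these data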
CHT block – inhibits the human high affinity choline transporter | CHT-expressing cells, membrane potential dye, choline response; hits give low values | Q9GZV3 | B-score at 10 µM | hit rate 0.86% among 310,000;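 active = B-score over 3 SD under the library average, and starting fluorescence ratio not unusually high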;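 also: choline stimulus applied at its EC90 after an EC20 pre-addition; B-score computed on integrated fluorescence ratio after choline addition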
Target sequence (Q9GZV3 whole entry, looked up): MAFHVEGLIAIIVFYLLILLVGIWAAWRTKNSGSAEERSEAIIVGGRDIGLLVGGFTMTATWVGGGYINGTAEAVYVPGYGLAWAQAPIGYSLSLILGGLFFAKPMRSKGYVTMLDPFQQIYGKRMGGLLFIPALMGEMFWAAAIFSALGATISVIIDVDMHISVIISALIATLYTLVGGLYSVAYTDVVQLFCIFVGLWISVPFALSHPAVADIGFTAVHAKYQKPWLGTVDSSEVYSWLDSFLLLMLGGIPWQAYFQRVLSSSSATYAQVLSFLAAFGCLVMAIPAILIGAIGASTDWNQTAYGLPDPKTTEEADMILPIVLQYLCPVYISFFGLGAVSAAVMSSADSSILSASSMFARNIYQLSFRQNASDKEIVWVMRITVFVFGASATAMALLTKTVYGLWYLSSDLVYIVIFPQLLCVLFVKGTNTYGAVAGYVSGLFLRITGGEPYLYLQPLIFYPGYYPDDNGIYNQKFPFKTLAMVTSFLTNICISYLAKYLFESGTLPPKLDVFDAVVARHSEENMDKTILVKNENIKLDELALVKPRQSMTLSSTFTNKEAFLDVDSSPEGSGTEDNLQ
Active calls of the source: *; i = inactive; . = no result given.

SMILES | KCNQ2 inh | CHT block
O=C(CSc1nc2ccccc2s1)NC1CCCC1 | i | i
CCOC(=O)C1=C(c2ccccc2)OC(N)=C(C#N)C1c1ccncc1 (stereo not given) | i | i
Cc1cc(C(=O)Nc2ccc(F)c(Cl)c2)on1 | i | i
COc1ccc(C2Nc3ccccc3C(=O)N2Cc2ccco2)cc1COc1ccc(NC(C)=O)cc1 (stereo not given) | i | i
CCOC(=O)c1ccc(NC(=O)COc2cc(=O)n(CC)c3ccccc23)cc1 | i | i
COc1cc(/C=C2\C(=O)N(c3ccccc3)N=C2C)ccc1Oc1ccc([N+](=O)[O-])cc1[N+](=O)[O-] | . | i
O=C(Nc1cc(=O)[nH]c2nc(-c3ccccc3)nn12)c1ccccc1Cl | i | i
COc1ccc(NC(=O)CN(c2ccc(OC)c(Cl)c2)S(=O)(=O)c2ccccc2)c(OC)c1 | i | i
CCN1CCn2c3c(c4cc(C)ccc42)CCCC31 (stereo not given) | i | i
CC(C)Cc1n[nH]c(=O)[nH]1 | i | i
CCOc1ccc2[nH]c(=O)c(CN(CCN3CCCC3)C(=S)Nc3ccccc3OC)cc2c1 | i | i
O=C(CC1NCCNC1=O)NC1Cc2ccccc2C1 (stereo not given) | i | i
O=C(NC1CCCc2ccccc21)c1ccccn1 (stereo not given) | i | i
COc1cccc(NC(=O)COc2coc(CN3CCc4ccccc4C3)cc2=O)c1 | i | i
CC1(C)Cc2c(c(N3CCOCC3)nc3sc4c(=O)[nH]cnc4c23)CS1 | i | i
O=C(Nc1ccccc1)c1ccccc1NS(=O)(=O)c1ccc(Cl)s1 | i | i
Cc1ccc(S(=O)(=O)N(C)c2ccccc2C(=O)Nc2ccc(F)cc2F)cc1 | -8.6* | i
COCc1ccc(C(=O)N2CCCC(Nc3ccc(C(C)C)cc3)C2)s1 (stereo not given) | i | i
Cc1ccnc(NC(=O)CNC(=O)COc2ccccc2)c1 | i | i
CCOC(=O)CCP(=O)(O)C(C)(O)c1ccccc1 (stereo not given) | i | i
Cc1ccc(NC(=O)/C(C#N)=C/c2ccc(Sc3nc(C)cc(C)n3)o2)cc1 | i | i
Cc1nc(CN2CCN(C(=O)c3ccc(C(C)(C)C)cc3)CC2)cs1 | i | i
COc1ccc(NC(=O)C2CCCN(S(=O)(=O)c3cccnc3)C2)c(OC)c1 (stereo not given) | i | i
Cc1ccc(NC(=O)COC(=O)CCc2ccc(S(=O)(=O)N3CCOCC3)cc2)cc1C | i | i
O=C(Nc1nnc(C2CC2)s1)C1CC(=O)N(c2ccc3c(c2)OCCO3)C1 (stereo not given) | i | i
SMILES | KCNQ2 inh | CHT block
COC(=O)c1ccc(NC(=O)[C@H](C)NC(N)=O)cc1 | i | i
Cc1ccc(-c2csc(=Nc3cccnc3)n2CCCn2ccnc2)cc1C | i | i
CCc1ccccc1NC(=O)C1C2C=CC(O2)C1C(=O)O (stereo not given) | i | i
COC(=O)CN1C(=S)N(Cc2ccccc2)C(=O)C1CC(=O)Nc1ccc(OC)cc1 (stereo not given) | i | i
Cc1ccc(/C=N/Nc2ncc(Cl)cc2Cl)s1 | i | i
CCc1ccnc(NC(=O)Nc2ccc(OCc3ccccc3)cc2)c1 | i | i
O=C(/C=C/c1ccc(Cl)cc1)NC(=S)Nc1ccccc1C(=O)O | i | i
COc1ccc(Br)cc1/C=N/N1CCN(Cc2ccccc2Cl)CC1 | i | i
CN1CCN(c2ccccc2NS(=O)(=O)c2ccc3c(c2)CCN3C(=O)C2CCC2)CC1 | i | i
O=C(CN1CCC(O)(c2cccc(F)c2)CC1)NCCc1c[nH]c2ccccc12 | i | i
CCCN(CCC)CCNC(=O)c1cc2c(-c3ccccc3F)nn(C)c2s1 | i | i
CC(C)Oc1ccc(CNC(=O)Cn2c(=O)c3cccn3c3cccnc32)cc1 | i | i
COc1ccc(-n2c(=S)[nH]c3cc(C(=O)Nc4ccc(C)c(F)c4)ccc3c2=O)c(OC)c1 | i | i
COc1cccc([C@@H]2Oc3ccc(OC)cc3C(=O)[C@H]2OC(=O)N[C@H](C)C2CCCCC2)c1 | -6.8* | i
O=C(COc1cccc(NC(=O)c2ccccc2)c1)c1ccccc1 | i | i
Cc1cc(C)nc(SCC(=O)Nc2ccc(S(=O)(=O)N3CCCCC3)cc2)n1 | i | i
CCOC(=O)C1C(c2ccc(O)c(OC)c2)NC(=S)NC1(O)C(F)(F)F (stereo not given) | i | i
O=C(NCCCCCCOC1=NS(=O)(=O)c2ccccc21)C(=O)Nc1ccccc1 | i | i
Cc1ccc(CCNC(=O)C2CCCN(S(=O)(=O)c3c(C)noc3/C=C/N(C)C)C2)cc1 (stereo not given) | . | i
CC1(C)CC(=O)C2=C(C1)OC(N)=C(C#N)C2CCc1ccccc1 (stereo not given) | . | i
COc1ccc(CNC(=O)CSc2nnc3c(n2)[nH]c2ccc(F)cc23)cc1 | i | i
COc1cccc2cc(C(=O)N3CCN(c4ncccn4)CC3)c(=O)oc12 | i | i
CCCCC(=O)Nc1nnc(SCC(=O)Nc2ccc(OC)cc2)s1 | i | i
O=C(Nc1ccc(S(=O)(=O)Nc2ncccn2)cc1)c1cccnc1 | i | i
Cc1c(CCC(=O)O)c(=O)oc2cc(OCc3ccc(Br)cc3)ccc12 | i | i

One compound at a time, from the list above.
`COC(=O)CN1C(=S)N(Cc2ccccc2)C(=O)C1CC(=O)Nc1ccc(OC)cc1` (stereo not given) across the screens: KCNQ2 inh: i; CHT block: i
`CCCCC(=O)Nc1nnc(SCC(=O)Nc2ccc(OC)cc2)s1` across the screens: KCNQ2 inh: i; CHT block: i
`Cc1ccc(/C=N/Nc2ncc(Cl)cc2Cl)s1` across the screens: KCNQ2 inh: i; CHT block: i

Nothing new here: an excerpt of the list.
SMILES | KCNQ2 inh | CHT block
COC(=O)c1ccc(NC(=O)[C@H](C)NC(N)=O)cc1 | i | i
Cc1ccc(-c2csc(=Nc3cccnc3)n2CCCn2ccnc2)cc1C | i | i
CCc1ccccc1NC(=O)C1C2C=CC(O2)C1C(=O)O (stereo not given) | i | i
COC(=O)CN1C(=S)N(Cc2ccccc2)C(=O)C1CC(=O)Nc1ccc(OC)cc1 (stereo not given) | i | i
Cc1ccc(/C=N/Nc2ncc(Cl)cc2Cl)s1 | i | i
CCc1ccnc(NC(=O)Nc2ccc(OCc3ccccc3)cc2)c1 | i | i

Additional structures.
SMILES | KCNQ2 inh | CHT block
CN(C)S(=O)(=O)c1ccc(NC(=O)CSc2ncnc3ccccc23)cc1 | i | i
CCOc1ccc(NC(=O)C(c2ccccn2)N(C(=O)CCl)c2ccc(F)cc2)cc1 (stereo not given) | i | i
COCc1cc(C)nc(SCC[N+](C)(C)CC(=O)Nc2cccc(C(F)(F)F)c2)c1C#N | i | i
COc1ccc(O)c(C(=O)c2cc(SCC(=O)O)c3nc4sc5c(c4c(=O)n3c2)CCCC5)c1 | i | i
COc1cc(/C=C/C(=O)N2CCCC2)cc(OC)c1OC | i | i
CCOc1ccccc1Nc1cc(C)nc2nnnn12 | i | i
COc1ccc(Br)cc1CNC(=O)C1CCN(S(=O)(=O)N2CCCCC2)CC1 | i | i
O=C(c1ccco1)N1CCN(C(=O)c2ccc(COc3ccc4c(c3)CCC4)o2)CC1 | i | i
Cc1cc(CNCc2c(C(=O)N3CCCCCCC3)nc3ccc(Cl)cn23)nn1C | i | i
CNc1sc(C(=O)c2cccs2)c(N)c1-c1nc2ccccc2s1 | i | i
CCOC(=O)C1CCCN(C(=O)c2csc(-c3ccc4c(c3)CCO4)n2)C1 (stereo not given) | i | -7.2*
CC(C)NC(=O)CC(=O)N/N=C/c1c(F)cccc1Cl | i | i
CC(=O)OCc1c(C(F)(F)F)nn(C)c1Sc1ccccc1 | i | i
CCSc1nc2ccccc2[nH]1 | i | i
Cc1ccc(NC(=O)C2C3C=CC4(O3)C2C(=O)N(CCCN2CCCCC2)C4C(=O)NC2CCCCC2)cc1Cl (stereo not given) | i | i
COc1ccc2nc(SCCC(=O)O)cc(C)c2c1 | i | i
COc1ccc(-c2noc(-c3ccccc3C(=O)Nc3cccnc3)n2)cc1 | i | i
COc1ccc(/C=c2\s/c(=C(/C#N)C(=O)NCc3ccco3)n(-c3ccccc3)c2=O)cc1 | i | i
CSc1ccccc1NC(=O)CSCc1ccccc1Br | i | i
O=C(C1CC1)N1N=C(c2ccc(Cl)cc2)CC1(O)C(F)(F)F (stereo not given) | i | i
CC(=O)/C(C[N+]1(C)CCCCC1)=N\O | i | i
O=C(COc1cc(F)ccc1[N+](=O)[O-])Nc1cccc(Br)c1 | i | i
CCOc1ccc2nc(NC(=O)CN3CCN(CC)CC3)sc2c1 | i | i
COc1ccc(-c2ccc(/C=N/NC(=O)Cc3nnc(N)s3)o2)cc1Cl | -7.4* | i
Cc1cccc(NC(=S)N(Cc2cccs2)Cc2cc3cc(C)cc(C)c3[nH]c2=O)c1 | i | i
SMILES | KCNQ2 inh | CHT block
CC(C)Sc1nc2sc3c(c2c2nnc(SCC(=O)NCc4ccco4)n12)CCCC3 | i | i
COC(=O)c1cc(Cl)cc2c(C)c(C3(O)CCCCC3)[nH]c12 | i | i
CC1CCN(c2ccc3nnc(CCC(=O)Nc4cccc(F)c4)n3n2)CC1 | i | i
COc1ccccc1NCC(=O)N/N=C(\C)c1ccc(Br)s1 | i | i
O=S(=O)(NCC(c1ccco1)N1CCc2ccccc21)c1ccccc1 (stereo not given) | i | i
Cc1ccc(OCc2ccc(C(=O)Nc3ccc(S(N)(=O)=O)cc3)o2)cc1 | i | i
COc1cc2c(cc1C1C(C#N)=C(N)OC3=C1C(=O)CC(C)(C)C3)OCO2 (stereo not given) | i | i
Cc1c(Cl)cccc1NC(=O)CNc1cccc(S(=O)(=O)N(C)C)c1 | i | i
Nc1nc(NCC2CCCO2)nc(Nc2cccc(F)c2)c1[N+](=O)[O-] (stereo not given) | i | i
CC(C)(C)C(=O)Cn1ncc(Br)c(Br)c1=O | i | .
CCCCn1cnc2c1c(=O)[nH]c(=O)n2CCCC | i | i
O=c1cc(CO)[nH]cc1OCc1ccccc1 | i | i
CC1(N2CCOCC2)CC2(O)C(=[N+]1[O-])CCc1c2no[n+]1[O-] (stereo not given) | i | i
Cc1c2cnn(CC(=O)Nc3c(F)c(F)cc(F)c3F)c(=O)c2c(C)n1Cc1ccccc1F | i | i
O=C1c2ccncc2C(=O)N1Cc1cccc(Cl)c1 | i | i
Cc1cccc(C(=O)NNC(=O)c2ccccc2Br)c1 | i | i
COc1ccc(S(=O)(=O)N2CCCN(Cc3cccc(F)c3)CC2)cc1 | i | i
O=S(=O)(NCc1ccc(F)cc1)c1ccc(-n2cccn2)cc1 | i | i
COc1cc(NS(=O)(=O)c2ccc(N)cc2)nc(OC)n1 | i | i
Cc1cc(N2CCOCC2)n2ncc(-c3ccc(Cl)cc3)c2n1 | i | i
C(=N\n1cnnc1)/c1ccc2ncccc2c1 | i | i
CC1=NCCN1S(=O)(=O)c1c(C(C)C)cc(C(C)C)cc1C(C)C | i | i
COc1ccc(S(=O)(=O)NC2CCCCCC2)cc1C(N)=O | i | i
CC(=O)c1c(C)[nH]c(C(=O)Nc2ccc(C)cc2Br)c1C | i | i
CC(OC(=O)c1oc2ccccc2c1COc1ccccc1)C(N)=O (stereo not given) | i | i
SMILES | KCNQ2 inh | CHT block
O=C(CCS(=O)(=O)c1cccs1)Nc1ccc(C(=O)NCc2ccccc2)cc1 | i | i
COC(=O)[C@H]1Cc2cnoc2C[C@]1(C)C(=O)O | i | i
CC1C(=O)O[C@@H]2C[C@@H](C)[C@@H]3CCC(=O)[C@@]3(C)[C@@H](O)[C@H]12 (stereo not given in full) | i | i
CCOC(=O)COc1ccc2nsnc2c1 | i | i
CC(C)CNC(=S)N(CCO)Cc1cc2cc3c(cc2[nH]c1=O)OCO3 | i | i
Fc1ccc(CSc2nc3ncccc3[nH]2)cc1 | i | -6*
OC(COc1ccc(Br)cc1)Cn1ccnc1 (stereo not given) | i | i
CCOc1ccc(NC(=O)CCC(=O)Nc2nnc(CC)s2)cc1 | i | i
C=CCN(c1ccccc1)S(=O)(=O)c1cccc(C(=O)NC2CCC(O)CC2)c1 (stereo not given) | i | i
O=C(CCNS(=O)(=O)c1ccccc1C(F)(F)F)N1CCN(c2ccccc2O)CC1 | i | i
CC(Sc1nc2ccccc2c(=O)n1CC1CCCO1)C(=O)NC(C)c1ccccc1 (stereo not given) | i | i
Cc1occc1-c1nnc(SCC(=O)Nc2nccs2)n1Cc1ccco1 | i | i
CN1CCN(NC(=O)c2cccc(S(=O)(=O)N3CCCCCC3)c2)CC1 | i | i
Cc1ccc(S(=O)(=O)Cc2ccc(C(=O)NCCCN3CCCC3=O)o2)cc1 | i | i
Cc1onc(-c2ccccc2Cl)c1C(=O)OCC(=O)N1CCCc2ccccc21 | i | i
CC(=O)N1c2ccccc2Sc2ccccc21 | i | i
CCCCNC(=O)Cn1c(=O)c2c(ncn2CCC(C)C)n(Cc2ccccc2)c1=O | i | i
COc1ccc(CCNC(=O)COC(=O)c2cc(OC)c(OC)cc2OC)cc1OC | i | i
CC(C)[C@H](NC(=O)N1c2ccccc2NC(=O)[C@@H]1C(C)C)C(=O)N[C@@H](Cc1c[nH]c2ccccc12)C(=O)O | i | i
Brc1ccc(CSc2nnc3ccccn23)cc1 | i | i
O=C(OCc1ccccc1)c1cc(S(=O)(=O)N2CCCCC2)ccc1N1CCOCC1 | i | i
CCOC(=O)N1CCN(CC(O)COc2ccc(C)cc2C(C)(C)C)CC1 (stereo not given) | i | i
